High-throughput results: PubChem, several laboratories
PolyA inh: inhibitors of polyadenylation in S. cerevisiae. S. cerevisiae SKY197-pL101 polyadenylation reporter, beta-gal luminescence; efflux-impaired pdr1/pdr3 knockout yeast; score 100 = 6 SD above DMSO. calls only at 12 µM. hit rate 0.02% among 300,000. AID 1875;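 active means lowest replicate activity score at least 50, where 100 means six control SD above control mean; inconclusive means lowest score under 50 but half or more replicates reach 50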;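 further: yeast exposed to compound for 9 h at 30 °C; higher score means more reporter readthrough which indicates perturbed polyadenylation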
KCNK3 inh: human KCNK3 channel inhibition, primary screen | O14649 | CHO-KCNK3 thallium flux, FluxOR fluorescence; hits give low values | B-score at 10 µM | hit rate 0.84% among 340,000 | AID 602410;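 active means B-score under library mean minus 4 SD, starting fluorescence ratio at most library mean plus 5 SD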;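 further: more negative B-score means stronger inhibition of thallium flux through KCNK3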
KCNQ1 block: inhibitors of human KCNQ1 potassium channel; CHO-K1 KCNQ1, FluxOR thallium flux fluorescence; hits give high values; B-score at 10 µM; hit rate 1.3% among 310,000; AID 2642;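 active means compounds whose thallium flux B-score, printed positive for inhibition, exceeds three library SD while starting fluorescence stays within three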;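 further: channel opened by potassium depolarization with thallium stimulus after 20 min compound exposure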
hERG rescue: hERG (human) protection from proarrhythmic block; Q12809; activation (rescue from dofetilide block), less the hit threshold, % at 10 µM; CHO-hERG, FluxOR thallium flux, dofetilide IC70 present; hit rate 0.51% among 310,000; AID 1511;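 active means activation above the mean of controls blocked by dofetilide plus 5 SD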;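 further: thallium influx through hERG after potassium depolarization seen as dye fluorescence rise; in these data hits start at about 4.7%; inactives centre near -7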
Target sequence (Q12809 whole entry, looked up): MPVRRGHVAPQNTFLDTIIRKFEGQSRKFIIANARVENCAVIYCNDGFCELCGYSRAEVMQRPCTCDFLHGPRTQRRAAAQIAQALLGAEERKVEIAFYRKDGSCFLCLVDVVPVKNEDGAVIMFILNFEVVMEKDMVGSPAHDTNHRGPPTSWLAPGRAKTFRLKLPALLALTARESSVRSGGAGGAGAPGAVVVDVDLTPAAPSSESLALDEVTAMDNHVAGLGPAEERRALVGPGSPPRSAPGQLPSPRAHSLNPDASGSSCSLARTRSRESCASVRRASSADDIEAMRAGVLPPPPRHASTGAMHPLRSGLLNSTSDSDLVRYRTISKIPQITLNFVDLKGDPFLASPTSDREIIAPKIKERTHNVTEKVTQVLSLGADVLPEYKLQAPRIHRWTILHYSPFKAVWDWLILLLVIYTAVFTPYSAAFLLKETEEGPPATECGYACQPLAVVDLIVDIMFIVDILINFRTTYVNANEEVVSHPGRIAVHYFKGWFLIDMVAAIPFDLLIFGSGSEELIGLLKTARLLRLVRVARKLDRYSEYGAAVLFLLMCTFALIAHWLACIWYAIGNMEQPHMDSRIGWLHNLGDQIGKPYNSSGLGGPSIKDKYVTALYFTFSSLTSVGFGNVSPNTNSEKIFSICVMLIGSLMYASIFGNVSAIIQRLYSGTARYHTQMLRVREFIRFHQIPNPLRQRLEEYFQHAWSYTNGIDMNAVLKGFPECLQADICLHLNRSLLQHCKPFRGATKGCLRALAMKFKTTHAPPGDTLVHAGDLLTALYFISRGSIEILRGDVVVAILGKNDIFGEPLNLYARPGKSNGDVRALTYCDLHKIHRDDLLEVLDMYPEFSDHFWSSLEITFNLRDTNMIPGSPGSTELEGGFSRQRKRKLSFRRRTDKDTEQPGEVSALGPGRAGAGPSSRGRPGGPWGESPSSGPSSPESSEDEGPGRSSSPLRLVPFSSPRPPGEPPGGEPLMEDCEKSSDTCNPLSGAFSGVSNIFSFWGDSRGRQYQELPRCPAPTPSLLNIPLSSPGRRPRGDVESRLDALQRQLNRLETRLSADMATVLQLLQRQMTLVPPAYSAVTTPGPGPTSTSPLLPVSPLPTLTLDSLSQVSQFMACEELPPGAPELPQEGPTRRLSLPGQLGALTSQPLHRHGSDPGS
KCNK9 block: human KCNK9 channel inhibition | B-score at 10 µM | hit rate 1.2% among 310,000 | AID 488922 | HEK293 KCNK9, FluxOR thallium flux fluorescence; hits give low values;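 active means ratio B-score over 3 SD below the library mean, with starting fluorescence within 5 SD of its mean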;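 further: negative B-score means less thallium flux so channel inhibition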
GSK3 alpha inh: blocks human GSK-3 alpha kinase; ADP-Glo luminescence, 60 min; inhibition, % at 10 µM; hit rate 0.1% among 320,000;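 in the data active means inhibition above about 50%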;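 further: GST-tagged GSK-3 alpha with peptide substrate and 25 µM ATP; 0% = DMSO neutral wells and 100% = GW8510 positive control wells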
GSK3B inh: blocks human GSK3beta kinase activity. AID 2097. hit rate 0.038% among 300,000. P49841. GST-GSK3beta kinase, ADP-Glo luminescence, 60 min; hits give low values. activity score (negative = inhibition), % at 10 µM;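 active means more than half of replicate wells score below -50%, meaning over 50% inhibition versus plate controls; inconclusive means some replicates but at most half score below -50%; inactive means no replicate scores below -50%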;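 further: 0% = median DMSO wells and -100% = median GW8510 positive control wells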
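Assay system: GST-fused GSK3beta enzyme, cell-free / Medium: Tris pH 7.5 buffer with MgCl2, DTT, BSA, heparin / Also added: peptide substrate plus 25 µM ATP (final) / Compound: 10 µM single point / Timing: kinase reaction with compound 60 min at room temperature / Detection: ADP-Glo luminescence / Benchmarks: DMSO neutral wells and GW8510 at 20 µM as positive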
RGS4 act: potentiators or activators of RGS4; HEK293 M3R/inducible RGS4, carbachol calcium flux Fluo4; hits give low values; B-score at 10 µM; hit rate 0.92% among 310,000;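 active means B-score of the integrated calcium signal more than 4 SD below the library mean, with starting fluorescence not abnormally high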;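 further: negative B-score means reduced calcium response which marks RGS4 activation or potentiation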
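Also added: carbachol at ECmax as muscarinic agonist stimulus; Assay system: HEK293 cells with stable M3R and inducible RGS4; Timing: overnight RGS4 induction, 30 min dye load 37 °C, 20 min compound RT; Measured by: Fluo4-AM (2 µM) calcium-flux fluorescence, kinetic read.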
KCNQ1 act: potentiators or activators of human KCNQ1 potassium channel. P51787. CHO-K1 KCNQ1, thallium flux FluxOR fluorescence; hits give high values. B-score at 10 µM. hit rate 0.35% among 310,000;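 active means fluorescence ratio B-score, a plate-corrected score, at least three library SD, with initial intensity B-score within 5 SD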
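assay system = KCNQ1-transfected CHO-K1 cells | medium = assay buffer with matched DMSO | probe or stimulus = depolarizing K+/Tl+ stimulus, K2SO4 and Tl2SO4 each 12.5 mM in 5x stock | dosing = single dose | incubation = dye 90 min, compound 20 min, room temperature | detection = kinetic FluxOR fluorescence, 10 s baseline plus 110 s post-stimulus | evaluation = ratio B score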
Dyrk1A ADPGlo: inhibitors of rat Dyrk1A kinase; ADP-Glo luminescence, NFATc1 peptide; hit rate 0.43% among 310,000; inhibition, % at 12.5 µM; Q63470; in the data active means inhibition above about 50%;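 further: plate controls were vehicle with enzyme for no effect and no enzyme for full effect; many of its hits are not listed in these tables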
HDAC3 inh: inhibitors of human histone deacetylase 3; recombinant HDAC3, fluorogenic peptide/trypsin coupled, fluorescence; inhibition, % at 8.3 µM; O15379; hit rate 0.15% among 320,000; in the data active means inhibition above about 26%, passing the limit was not always enough; inconclusive means no clear call, values can overlap the other calls
* = called active by the depositor; i = inactive; ? = inconclusive; nt = not tested or not shown. The list is partial; rates above refer to the full screens.

SMILES	PolyA inh	KCNK3 inh	KCNQ1 block	hERG rescue	KCNK9 block	GSK3 alpha inh	GSK3B inh	RGS4 act	KCNQ1 act	Dyrk1A ADPGlo	HDAC3 inh
COc1ccc(OC)c(NC(=O)COC(=O)c2ccc(-n3cnnn3)cc2)c1	i	i	i	2	i	2	0	i	i	-2	6
O=Cc1[nH]c2ccccc2c1N(C(=O)CCl)c1ccccc1	i	i	i	-14	i	nt	-1	i	i	-4	nt
Cc1ccc(-n2c(SCC(=O)N/N=C/c3ccccc3C(=O)O)nnc2-c2ccccc2)cc1	i	i	i	-15	i	-3	1	i	i	-10	7
COc1ccc(C2C(C(C)=O)=C(C)N=c3s/c(=C/c4ccc5c(c4)OCO5)c(=O)n32)cc1 (configuration not stated)	i	nt	i	-14	i	nt	3	i	i	nt	nt
O=C(NCc1ccco1)c1nc(-c2ccc(F)cc2)no1	i	i	i	-5	i	2	-4	i	i	6	2
O=C(NN1CCOCC1)c1cccc(Br)c1	i	i	i	-7	i	4	4	i	i	nt	2
Cc1nnc(SCC(=O)Nc2ccc([N+](=O)[O-])cc2)n1CC1CCCO1 (configuration not stated)	i	i	i	-4	i	-1	0	i	i	-8	-1
CCOC(=O)Cn1c(=O)n(Cc2ccco2)c(=O)c2ccc(C(=O)NC3CCCC3)cc21	i	i	i	-9	i	-4	2	i	i	0	?
O=C(O)CC(Cc1ccc(Cl)cc1)C(=O)Nc1cc(Cl)ccc1Cl (configuration not stated)	i	i	i	-6	i	-2	0	i	i	2	-3
O=C(NC(=S)Nc1cccc2cnccc12)c1ccccc1	i	i	i	-10	i	-1	2	i	i	2	-1
Cc1ccc(C(O)(C(=O)NNc2ccccn2)c2ccc(C)cc2)cc1	i	i	i	-13	i	2	2	i	i	nt	-4
COc1cc(/C=C2\SC(=S)N(CCC(=O)NCCc3ccccc3)C2=O)cc(OC)c1OC	i	i	i	-9	i	0	1	i	i	-4	1
Cc1cccc(N2C(=O)CC(N3CCN(C(=O)c4ccccc4)CC3)C2=O)c1 (configuration not stated)	i	i	i	-8	i	0	2	i	i	1	0
Cn1ccnc1Sc1nc2ccccc2nc1NS(=O)(=O)c1ccccc1	i	i	i	-11	i	1	1	i	i	6	3
CCc1c(C)sc(NC(=O)c2cc(C(C)C)on2)c1C#N	i	i	i	-15	i	-3	0	i	i	-8	5
COC(=O)N/N=C(\CCC(=O)O)c1cccs1	i	i	i	-11	i	0	-2	i	i	1	0
O=C(CN1CCCC1)Nc1cc(C(F)(F)F)ccc1Cl	i	i	i	-1	i	0	1	i	i	-9	4
C=CCOc1ccc(C(=O)Nc2ccccc2C(=O)NCc2cccnc2)cc1	i	i	i	-6	i	2	2	i	i	-10	8
C[C@@H]1CCC(=O)N(C[C@@H](C)CSc2ccccc2)CC1	i	i	i	-5	i	-2	2	i	i	9	-8
CC(C)c1cc(C(=O)N2CCCC(Nc3ccc(F)cc3)C2)nc(N)n1 (configuration not stated)	i	i	i	-9	i	0	-8	i	i	-2	8
O=C(Nc1ccsn1)c1ccc(Cl)cc1Cl	i	i	i	-4	i	-1	-3	i	i	1	-4
Cc1ccc(Cl)cc1N1CCN(S(=O)(=O)c2c(C)[nH]c(C)c2C(=O)N2CCCC2)CC1	i	i	i	-13	i	0	2	i	i	1	2
COc1ccccc1N(CC(=O)N1CCCC1)S(=O)(=O)c1ccc(C)cc1	i	i	i	-4	i	-1	-4	i	i	1	7
CCc1ccc(C(=O)NNC(=O)C2CC(=O)N(Cc3ccccc3)C2)cc1 (configuration not stated)	i	i	i	-10	i	0	-2	i	i	15	-1
CCc1nnc(NC(=O)c2oc3cc(C)c(C)cc3c2C)s1	i	i	i	-3	i	-1	1	i	i	-4	-3
CC(C)CN1C(=O)C(NC(=O)C2CC2)(C(F)(F)F)C2=C1CC(C)(C)CC2=O (configuration not stated)	i	i	i	-10	i	1	1	i	i	-2	-1
CCOCCCn1c(SCC(=O)Nc2ccccc2)nc2ccccc2c1=O	i	i	i	-7	i	-3	0	i	i	3	-4
COC(=O)c1ccc(Sc2ccccn2)c([N+](=O)[O-])c1	i	i	i	-5	i	0	0	i	i	-6	7
COc1cc(C(C)=O)ccc1OCC(O)CNCC(O)c1ccccc1 (configuration not stated)	i	i	i	-5	i	6	-1	i	i	-4	5
CC(OCCN(C)C)C(=O)C12CC3CC(CC(C3)C1)C2 (configuration not stated)	i	i	i	-6	i	-3	-1	i	i	nt	-1
O=C1c2ccccc2C(=O)N1CCN1CCc2ccccc21	i	i	i	-14	i	-1	-2	i	i	-4	3
O=C(CSc1nc2ccccc2c(=O)n1-c1ccccc1F)Nc1ccc2c(c1)CCC2	i	i	i	-8	i	nt	1	i	i	0	10
CC(OC(=O)CNS(=O)(=O)c1ccc(C#N)cc1)C(=O)Nc1cccc(C#N)c1 (configuration not stated)	i	i	i	-13	i	-2	-1	i	i	3	4
CC(=O)OC[C@H]1O[C@H](C/C=N/OC[C@@H](O)[C@H]2O[C@@H]3OC(C)(C)O[C@@H]3[C@H]2O)C=C[C@@H]1OC(C)=O	i	nt	i	-2	i	-1	0	i	i	nt	3
O=[N+]([O-])c1ccc(NCCN2CCOCC2)c([N+](=O)[O-])c1	i	i	i	-7	i	-1	0	i	i	1	11
CCOC(=O)N1CCc2c(sc3ncn(C)c(=O)c23)C1	i	i	i	-1	i	0	3	i	i	4	2
COc1ccc(N(C)C(=O)C2CCN(S(=O)(=O)c3cccc4nonc34)CC2)cc1	i	i	i	-5	i	-1	0	i	i	-4	4
O=S(Cc1ccc(Cl)cc1)CC(O)COc1ccc(Cl)cc1 (configuration not stated)	i	i	i	-6	i	-2	2	i	i	4	4
COc1ccc(CC(=O)NNS(=O)(=O)c2ccccc2)cc1OC	i	i	i	-9	i	-1	-1	i	i	1	-2
CCC1Sc2ccccc2N(CC(=O)NC2CCCC2)C1=O (configuration not stated)	i	i	i	-6	i	0	5	i	i	-3	-6
Cc1nc([N+](=O)[O-])c(Br)n1CC(=O)c1cccc([N+](=O)[O-])c1	nt	i	i	-11	i	-2	3	i	i	3	-2
C=CCNC(=O)/C(C#N)=C/c1c(N2CCN(c3ccc(OC)cc3)CC2)nc2c(C)cccn2c1=O	i	i	i	-6	i	-1	2	i	i	-3	5
Cc1ccc(-c2ccc(SCC(=O)Nc3ccc4c(c3)OCCO4)nn2)cc1	i	i	i	-9	i	-3	0	i	i	-1	0
CCOC(=O)c1cc(CC)sc1NC(=O)c1ccc(N2C(=O)CCC2=O)cc1	nt	i	i	-3	i	-6	2	i	i	7	-7
C=CCn1c(-c2cc3c(s2)CCC(CC)C3)n[nH]c1=S (configuration not stated)	i	i	i	-23	i	-1	3	i	i	nt	-33
O=C(O)CCC(=O)Nc1ccccc1C(=O)N1CCN(c2ccc(Cl)cc2)CC1	i	i	i	-10	i	-1	-7	i	i	-4	-2
CCCc1oc(C(=O)O)cc1CN1CCCC1	i	i	i	-3	i	-33	3	i	i	4	-2
Cc1ccc(C)c(C(=O)N2CCN(c3ncccn3)CC2)c1	i	i	i	-2	i	-1	2	i	i	-2	-1
CCN(CC(=O)Nc1ccc(Cl)c(S(=O)(=O)N(C)C)c1)Cc1nc2ccccc2c(=O)[nH]1	i	i	i	-11	i	0	2	i	i	nt	2
Cc1nc(NCCc2ccc(Cl)cc2)c2nnn(Cc3ccccc3)c2n1	i	i	i	-12	i	0	1	i	i	3	-1

An excerpt from above in order of length of the SMILES, largest number first:
SMILES	PolyA inh	KCNK3 inh	KCNQ1 block	hERG rescue	KCNK9 block	GSK3 alpha inh	GSK3B inh	RGS4 act	KCNQ1 act	Dyrk1A ADPGlo	HDAC3 inh
CC(=O)OC[C@H]1O[C@H](C/C=N/OC[C@@H](O)[C@H]2O[C@@H]3OC(C)(C)O[C@@H]3[C@H]2O)C=C[C@@H]1OC(C)=O	i	nt	i	-2	i	-1	0	i	i	nt	3
C=CCNC(=O)/C(C#N)=C/c1c(N2CCN(c3ccc(OC)cc3)CC2)nc2c(C)cccn2c1=O	i	i	i	-6	i	-1	2	i	i	-3	5
CCN(CC(=O)Nc1ccc(Cl)c(S(=O)(=O)N(C)C)c1)Cc1nc2ccccc2c(=O)[nH]1	i	i	i	-11	i	0	2	i	i	nt	2
Cc1nc([N+](=O)[O-])c(Br)n1CC(=O)c1cccc([N+](=O)[O-])c1	nt	i	i	-11	i	-2	3	i	i	3	-2
COc1ccc(N(C)C(=O)C2CCN(S(=O)(=O)c3cccc4nonc34)CC2)cc1	i	i	i	-5	i	-1	0	i	i	-4	4
O=C(O)CCC(=O)Nc1ccccc1C(=O)N1CCN(c2ccc(Cl)cc2)CC1	i	i	i	-10	i	-1	-7	i	i	-4	-2
CCOC(=O)c1cc(CC)sc1NC(=O)c1ccc(N2C(=O)CCC2=O)cc1	nt	i	i	-3	i	-6	2	i	i	7	-7
Cc1ccc(-c2ccc(SCC(=O)Nc3ccc4c(c3)OCCO4)nn2)cc1	i	i	i	-9	i	-3	0	i	i	-1	0
Cc1nc(NCCc2ccc(Cl)cc2)c2nnn(Cc3ccccc3)c2n1	i	i	i	-12	i	0	1	i	i	3	-1
COc1ccc(CC(=O)NNS(=O)(=O)c2ccccc2)cc1OC	i	i	i	-9	i	-1	-1	i	i	1	-2
C=CCn1c(-c2cc3c(s2)CCC(CC)C3)n[nH]c1=S (configuration not stated)	i	i	i	-23	i	-1	3	i	i	nt	-33
Cc1ccc(C)c(C(=O)N2CCN(c3ncccn3)CC2)c1	i	i	i	-2	i	-1	2	i	i	-2	-1
CCC1Sc2ccccc2N(CC(=O)NC2CCCC2)C1=O (configuration not stated)	i	i	i	-6	i	0	5	i	i	-3	-6
CCCc1oc(C(=O)O)cc1CN1CCCC1	i	i	i	-3	i	-33	3	i	i	4	-2
